AI-2 QS mod = Vibrio harveyi AI-2 quorum sensing modulators, primary screen, JMH597 strain, luminescence/OD600 ratio; Vibrio harveyi JMH597 AI-2 luminescence/OD600 ratio, 9 h; active compounds read low; strain lacks LuxN and CqsS sensors; 0 = neutral-control median; activity change, % at 7.5 µM; 0.4% of 300,000 active; in the data active means activity change below about -75%, passing the limit was not always enough;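 further: luminescence divided by OD600 gain over 9 h not by final OD600 alone; inactives centre near 13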
Dyrk1A ADPGlo = rat Dyrk1A kinase inhibitors, primary screen, biochemical, single point, plate reader; inhibition, % at 12.5 µM; Dual specificity tyrosine-phosphorylation-regulated kinase 1A (Rattus norvegicus), Q63470; ADP-Glo luminescence, NFATc1 peptide; 0.43% of 310,000 active; in the data active means inhibition above about 50%;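 further: plate controls were vehicle with enzyme for no effect and no enzyme for full effect; many of its hits are not listed in these tables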
Platelet DG rel = inhibitors of platelet dense granule secretion, primary screen, cell-based, MLPCN, human platelets | AID 1663, 2009 | 0.22% of 300,000 active | human platelet-rich plasma, SFLLRN dense granule ATP release, luminescence | inhibition, %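 (compounds screened at 7.5 µM in platelet-rich plasma)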;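 active means mean replicate score, as percent of positive control, at or above 50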
HDAC3 inh = HDAC3 deacetylase inhibitors, primary screen, biochemical, fluorescence, cell-free homogeneous. 0.15% of 320,000 active. inhibition, % at 8.3 µM. Histone deacetylase 3 (Homo sapiens), O15379. recombinant HDAC3, fluorogenic peptide/trypsin coupled; in the data active means inhibition above about 26%, passing the limit was not always enough
PolyA inh = polyadenylation inhibitors in yeast reporter cells, primary screen, luminescence, S. cerevisiae; S. cerevisiae SKY197-pL101 polyadenylation reporter, beta-gal luminescence; efflux-impaired pdr1/pdr3 knockout yeast; score 100 = 6 SD above DMSO; calls only at 12 µM; 0.02% of 300,000 active; AID 1875, 2009;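 active means lowest replicate activity score at least 50, where 100 means six control SD above control mean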;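 further: yeast exposed to compound for 9 h at 30 °C; higher score means more reporter readthrough which indicates perturbed polyadenylation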
HSP90 refold inh = HSP90 inhibitors, primary screen, cell lysate, luminescence; Heat shock protein HSP 90 (rabbit reticulocyte lysate; luciferase refolding); Rabbit reticulocyte lysate, luciferase refolding luminescence, 3 h; inhibition, % at 5.6 µM; 0.91% of 290,000 active; AID 1789, 2009;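 active means inhibition above the screen-wide mean plus 3 SD, computed separately per campaign, cut at about 16% in these data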;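 further: 0% = DMSO wells and 100% = 60 µM geldanamycin wells; inhibitors lower the luminescence because luciferase stays unfolded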
HSF1 inhib = HSF1 inhibitors in luciferase reporter cells, primary screen, cell-based, NIH3T3, luminescence. NIH3T3-HGL HSE-luciferase, MG132-induced, luminescence 8 h; active compounds read low. activity change, negative = inhibition, % at 7.5 µM (by protocol). 0.77% of 300,000 active. AID 2098, 2009;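 active means more than half of replicate wells show activity change below -50%, luminescence cut by over half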;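 further: luciferase reports HSF-1 transcriptional activity via heat shock element; 0% = median of DMSO wells and -100% = zero luminescence signal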
GSK3 alpha inh = blockers of GSK3A enzyme activity – biochemical, luminescence, cell-free homogeneous, HTS, primary screen. GSK-3 alpha kinase, ADP-Glo luminescence, 60 min. inhibition, % at 10 µM. 0.1% of 320,000 active. AID 2650, 2010;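 in the data active means inhibition above about 50%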;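 further: GST-tagged GSK-3 alpha with peptide substrate and 25 µM ATP; 0% = DMSO neutral wells and 100% = GW8510 positive control wells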
Target sequence (P49840 whole entry, looked up): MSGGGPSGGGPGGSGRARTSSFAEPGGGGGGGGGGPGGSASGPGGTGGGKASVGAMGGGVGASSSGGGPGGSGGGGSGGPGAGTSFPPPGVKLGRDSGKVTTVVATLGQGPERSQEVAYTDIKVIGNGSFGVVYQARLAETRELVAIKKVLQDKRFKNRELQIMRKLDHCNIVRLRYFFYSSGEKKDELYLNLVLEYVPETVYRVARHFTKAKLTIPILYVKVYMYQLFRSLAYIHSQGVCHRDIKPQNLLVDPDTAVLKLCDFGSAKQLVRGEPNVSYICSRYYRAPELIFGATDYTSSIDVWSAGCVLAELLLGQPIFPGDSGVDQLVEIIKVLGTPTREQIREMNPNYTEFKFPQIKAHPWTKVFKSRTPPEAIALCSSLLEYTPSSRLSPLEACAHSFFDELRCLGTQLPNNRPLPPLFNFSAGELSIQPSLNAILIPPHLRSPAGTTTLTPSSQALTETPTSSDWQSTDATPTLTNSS
HSF1 activator = HSF-1 activators, primary screen, NIH3T3-HGL cells, MG132 stress, luminescence, single point; NIH3T3-HGL HSF-1 luciferase reporter, 8 h; 100% = twice DMSO control signal; activation, % at 9 µM; 1.7% of 300,000 active;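 active means mean replicate activation of at least 50% with a set share of replicates each reaching 50%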;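 further: 0% = median of the neutral control wells and 100% = twice that signal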
GSK3B inh = human GSK3beta kinase inhibitors, primary screen, biochemical, cell-free homogeneous, HTS; GST-GSK3beta kinase, ADP-Glo luminescence, 60 min; active compounds read low; 0.038% of 300,000 active; AID 2097, 2009; activity score (negative = inhibition), % at 10 µM; Glycogen synthase kinase-3 beta (Homo sapiens), P49841;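 active means more than half of replicate wells score below -50%, meaning over 50% inhibition versus plate controls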;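 further: 0% = median DMSO wells and -100% = median GW8510 positive control wells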
Target sequence (P49841 whole entry, looked up): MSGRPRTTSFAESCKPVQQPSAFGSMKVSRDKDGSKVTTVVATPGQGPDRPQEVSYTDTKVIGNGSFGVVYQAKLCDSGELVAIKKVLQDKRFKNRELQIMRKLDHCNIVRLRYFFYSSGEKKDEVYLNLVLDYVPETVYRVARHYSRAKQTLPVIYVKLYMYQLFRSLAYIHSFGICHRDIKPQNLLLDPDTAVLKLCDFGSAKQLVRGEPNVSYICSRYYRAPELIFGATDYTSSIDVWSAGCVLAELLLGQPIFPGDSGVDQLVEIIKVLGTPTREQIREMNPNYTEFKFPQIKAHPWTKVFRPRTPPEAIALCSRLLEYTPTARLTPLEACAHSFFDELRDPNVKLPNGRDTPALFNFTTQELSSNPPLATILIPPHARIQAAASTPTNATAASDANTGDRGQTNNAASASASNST
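Test system: GST-fused GSK3beta enzyme, cell-free | Quantity: 1.6 ng GST-GSK3beta enzyme per well | Reagent: 25 µM ATP with peptide substrate | Schedule: 60 min enzyme reaction, room temperature | Signal: Luminescent ADP-Glo measurement of ADP formed | Read-out basis: Score relative to plate controls | Control set: DMSO and 20 µM GW8510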
Starred values were filed as active, the others as inactive; i = inactive; / = not tested or not shown. A portion of the library (hit frequency here may not be typical).

1. O=C(NCCCN1CCCCC1)c1ccc2c(c1)NC(=O)C(N1CCCCC1)S2 (stereo not given)
2. C/C(=N\NC(=O)CN(c1ccccc1Br)S(C)(=O)=O)c1ccc2c(c1)OCCO2
3. C=C(C)Cn1c(SCC(=O)O)nc2c1c(=O)[nH]c(=O)n2C
4. CSC(=NC#N)N1CCN(C(c2ccccc2)c2ccccc2)CC1
5. Cc1ccc(-n2nc3c(N4CCC(C(=O)NCCc5ccccc5C)CC4)nnc(C)c3c2C)cc1
6. CCOC(=O)COc1coc(CN2CCN(c3ccc(F)cc3)CC2)cc1=O
7. CC(=O)Nc1c(-c2ccccc2)c2cc(Br)ccc2[nH]c1=O
8. Cc1cc(C(=O)OCC(=O)NCc2ccc(Cl)cc2)c(C)o1
assay / entry	1	2	3	4	5	6	7	8
AI-2 QS mod	-1	8	27	13	-6	17	4	-36
Dyrk1A ADPGlo	-4	-7	3	2	-5	5	8	-5
Platelet DG rel	5	1	2	21	-7	0	20	2
HDAC3 inh	-6	-7	/	-1	-2	-10	3	-1
PolyA inh	i	i	i	i	i	i	i	i
HSP90 refold inh	-1	-5	-3	1	12	-2	2	-4
HSF1 inhib	3	9	2	-8	-5	-2	-3	-7
GSK3 alpha inh	0	-1	-1	-2	-1	-7	5	-1
HSF1 activator	7	18	-4	3	-4	-1	4	4
GSK3B inh	-6	1	4	1	2	1	3	-1

9. CCN(CC)CCN(C(=O)c1ccc(S(=O)(=O)N2CCCCC2)cc1)c1nc2cc3c(cc2s1)OCO3
10. COc1ccccc1NC(=O)C1=C(C)NC2=C(C(=O)CC(c3ccc(OC)c(OC)c3)C2)C1c1coc2ccccc2c1=O (stereo not given)
11. COc1cc2c(cc1OC)C1(C)N(CC2)C(C(C)=O)=NN1c1ccc(Cl)cc1 (stereo not given)
12. COc1cc(/C=C/C(=O)O)cc(S(=O)(=O)NCC2CCCO2)c1OC (stereo not given)
13. Cc1ccccc1CN(c1ccc(C(=O)N2CCN(C)CC2)cc1)S(C)(=O)=O
14. Cn1cccc1Cc1nnc(SCC(=O)NCc2ccco2)n1-c1ccc(F)cc1
15. CCOC(=O)CNC(=O)CSc1nnc(-c2ccccc2OC)n1CC
16. CC(=O)c1nn(-c2cccc(Cl)c2)cc1C(=O)c1ccco1
assay / entry	9	10	11	12	13	14	15	16
AI-2 QS mod	16	64	6	31	20	3	4	15
Dyrk1A ADPGlo	-6	-6	/	-3	/	13	5	-4
Platelet DG rel	16	1	20	-1	-4	-2	5	0
HDAC3 inh	8	8	18	/	3	0	-3	3
PolyA inh	i	i	i	i	i	i	i	i
HSP90 refold inh	3	16*	0	-3	/	3	-2	-1
HSF1 inhib	-1	30	-4	-1	1	1	-5	-4
GSK3 alpha inh	2	0	-1	-1	1	-3	-5	-5
HSF1 activator	7	67*	-2	0	-2	-12	4	9
GSK3B inh	1	-22	0	4	2	2	-1	1

17. C/C(=N\N1CCN(C)CC1)c1ccc(OC(F)F)cc1
18. Cc1nc2nc(C)c(NS(=O)(=O)c3cccs3)c(=O)n2[nH]1
19. Cn1c2c(c(=O)n(C)c1=O)C(NS(=O)(=O)c1ccccc1)(C(F)(F)F)C(=O)N2 (stereo not given)
20. Cc1c(C(=O)c2ccccc2)c2ccccn2c1CCC#N
21. Cc1ccc(-c2nnc(CSc3nnc(COc4cccc5ccccc45)n3-c3ccccc3)o2)cc1
22. COc1ccc(/C=N/NC(=O)c2cc[n+]([O-])cc2)cc1
23. CCC(=O)c1ccc(OCC(O)CN2C(=O)NC(C)(C)C2=O)cc1 (stereo not given)
24. O=C1NC2(CCOc3ccccc32)C(=O)N1CC(=O)N(Cc1ccccc1)C1CCS(=O)(=O)C1 (stereo not given)
assay / entry	17	18	19	20	21	22	23	24
AI-2 QS mod	-5	1	6	0	24	14	33	22
Dyrk1A ADPGlo	-4	-3	1	-1	1	-5	-9	-2
Platelet DG rel	-3	-8	-3	9	-1	4	-2	5
HDAC3 inh	1	-3	1	0	12	4	-7	2
PolyA inh	i	i	i	i	i	i	i	i
HSP90 refold inh	-2	3	0	3	5	-6	/	-3
HSF1 inhib	-11	-4	-7	-6	1	-11	3	1
GSK3 alpha inh	5	6	-3	0	-12	0	-1	1
HSF1 activator	-24	0	9	-7	9	1	-24	-18
GSK3B inh	7	6	-1	3	-2	0	5	1

25. Cc1sc(-c2ccncc2)nc1OC(=O)c1ccc(F)cc1F
26. Cn1ncc(Cl)c1C(=O)NC1C2CC3CC(C2)CC1C3 (stereo not given)
27. COC(=O)c1cc(S(=O)(=O)N(C)C2CCCCC2)cn1C
28. O=C(CSCc1ccccc1)N1CCN(c2cccc(C(F)(F)F)c2)CC1
29. O=C(c1csc2ccccc12)N1CCCCCC1
30. Cc1ccccc1CNC(=O)Cn1ccc2cc(S(=O)(=O)N3CCCCCC3)ccc21
31. COc1cccc(C(c2c(N)n(C)c(=O)n(C)c2=O)C(C)[N+](=O)[O-])c1 (stereo not given)
32. Cc1ccc(/C=C/C(=O)Oc2ccc(C#N)cc2)o1
assay / entry	25	26	27	28	29	30	31	32
AI-2 QS mod	18	16	16	20	2	15	12	-1
Dyrk1A ADPGlo	13	-2	-3	3	3	6	/	/
Platelet DG rel	3	-2	8	-4	17	8	-6	-8
HDAC3 inh	8	1	-3	13	-17	-3	10	7
PolyA inh	i	i	i	i	i	i	i	i
HSP90 refold inh	5	3	-4	-5	-2	-2	-1	-3
HSF1 inhib	-4	-7	-7	6	2	7	-10	0
GSK3 alpha inh	1	/	-2	-3	-2	4	0	-2
HSF1 activator	-2	-3	1	5	4	29	-20	-6
GSK3B inh	3	-3	5	0	-3	1	-8	-1

33. CC1Cc2ccccc2N1C(=O)CN1CCN(Cc2ccccc2)CC1 (stereo not given)
34. CCOC(=O)C1CCN(C(=O)Cn2cc(C(=O)C3CC3)c3ccccc32)CC1
35. CS(=O)(=O)N(Cc1ccccc1)c1ccc(C(=O)N2CCN(c3cccc(Cl)c3)CC2)cc1
36. COc1ccc2nc(NC(=O)c3cccc(-c4cc5ccccc5oc4=O)c3)sc2c1
37. CCCC(=O)Nc1nc2nc(-c3ccccc3)cc(=O)n2[nH]1
38. CCCN1C(=O)c2cc(C(=O)NCCc3cccc(C)c3)ccc2C1O (stereo not given)
39. S=C1NCCOCCNC(=S)NCCOCCOCCOCCN1
40. Cc1noc(C)c1CSCC(=O)Nc1nc2ccc(F)cc2s1
assay / entry	33	34	35	36	37	38	39	40
AI-2 QS mod	3	29	10	36	27	20	21	19
Dyrk1A ADPGlo	12	-4	-3	5	11	-4	-2	34
Platelet DG rel	-3	5	-9	9	-2	-2	8	4
HDAC3 inh	-6	-1	0	12	1	3	2	5
PolyA inh	i	i	i	i	i	i	i	i
HSP90 refold inh	-6	-2	2	-1	2	-2	0	/
HSF1 inhib	-8	-3	/	10	-10	5	-1	4
GSK3 alpha inh	0	3	-4	0	-1	1	-2	0
HSF1 activator	-10	30	/	3	-11	-3	-4	6
GSK3B inh	1	1	-1	1	5	-3	5	-2

41. C=CCn1c(SCC(=O)NC2CCCCC2)nnc1-c1ccc(OC)cc1
42. COc1ccc2cc3cc(C(=O)N4CCN(c5ccccc5)CC4)oc3nc2c1
43. CCOC(=O)N1CCN(C(=O)CSc2ccc3nnc(-c4cccnc4)n3n2)CC1
44. COc1cc(C(=O)N2CCN(S(=O)(=O)c3ccc(F)cc3)CC2)cc(OC)c1OC
assay / entry	41	42	43	44
AI-2 QS mod	30	13	3	1
Dyrk1A ADPGlo	-5	1	/	-5
Platelet DG rel	9	-1	1	-2
HDAC3 inh	-5	-9	-1	0
PolyA inh	i	i	i	i
HSP90 refold inh	2	6	1	6
HSF1 inhib	3	-4	-7	-4
GSK3 alpha inh	5	-21	-1	-2
HSF1 activator	0	-10	-8	12
GSK3B inh	-1	0	1	1

Structures above that contain a Cl atom:
8. Cc1cc(C(=O)OCC(=O)NCc2ccc(Cl)cc2)c(C)o1
11. COc1cc2c(cc1OC)C1(C)N(CC2)C(C(C)=O)=NN1c1ccc(Cl)cc1 (stereo not given)
16. CC(=O)c1nn(-c2cccc(Cl)c2)cc1C(=O)c1ccco1
26. Cn1ncc(Cl)c1C(=O)NC1C2CC3CC(C2)CC1C3 (stereo not given)
35. CS(=O)(=O)N(Cc1ccccc1)c1ccc(C(=O)N2CCN(c3cccc(Cl)c3)CC2)cc1
assay / entry	8	11	16	26	35
AI-2 QS mod	-36	6	15	16	10
Dyrk1A ADPGlo	-5	/	-4	-2	-3
Platelet DG rel	2	20	0	-2	-9
HDAC3 inh	-1	18	3	1	0
PolyA inh	i	i	i	i	i
HSP90 refold inh	-4	0	-1	3	2
HSF1 inhib	-7	-4	-4	-7	/
GSK3 alpha inh	-1	-1	-5	/	-4
HSF1 activator	4	-2	9	-3	/
GSK3B inh	-1	0	1	-3	-1

Assay outcomes from PubChem.
